Screening results as filed in PubChem BioAssay.
mABHD4 FP = inhibits mouse alpha/beta hydrolase domain 4; Q8VD66; inhibition, % at 8.92 µM; 370,000 tested, 0.54% active; purified mABHD4, FP-Rh probe fluorescence polarization; AID 720543;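 active = inhibition exceeding the mean over every tested compound plus 3 SD, cut at about 30% in these data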;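 note: 0% = plate median of compound wells and 100% = S159A mutant with DMSO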
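System: mouse ABHD4 enzyme, wild type / Medium: HEPES pH 7.0, NaCl, Pluronic buffer / Reagent: FP-Rh activity-based fluorescent probe / Control set: S159A mutant high control, sample median low control / Detection: fluorescence polarization with parallel and perpendicular emission, 525/598 nm / Schedule: 45 min + 60 min at 25 °C / Compound dosing: 8.92 µM, single dose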
HTRA1 inh = HTRA1 (human) protease inhibition; Q92743; recombinant HTRA1, FP-rhodamine activity-based probe, fluorescence polarization; inhibition, % at 5.96 µM; 340,000 tested, 0.5% active; AID 504803; in the data active = inhibition above about 36%;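 note: 0% = enzyme with DMSO and 100% = wells lacking enzyme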
Target sequence (Q92743 whole entry, looked up): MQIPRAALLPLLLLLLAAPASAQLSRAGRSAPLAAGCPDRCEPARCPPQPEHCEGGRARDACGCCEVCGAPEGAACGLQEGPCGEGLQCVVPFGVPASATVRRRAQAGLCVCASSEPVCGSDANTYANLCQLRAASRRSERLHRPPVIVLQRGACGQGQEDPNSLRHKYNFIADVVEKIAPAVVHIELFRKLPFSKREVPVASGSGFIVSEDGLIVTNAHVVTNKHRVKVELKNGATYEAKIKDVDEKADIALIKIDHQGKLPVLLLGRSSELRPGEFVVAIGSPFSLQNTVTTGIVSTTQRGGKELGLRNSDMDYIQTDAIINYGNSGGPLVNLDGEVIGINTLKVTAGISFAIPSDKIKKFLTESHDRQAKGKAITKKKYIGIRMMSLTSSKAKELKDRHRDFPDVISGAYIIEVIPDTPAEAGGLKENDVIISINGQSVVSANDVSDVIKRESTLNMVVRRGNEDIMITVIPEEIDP
SIAE primary = human SIAE inhibition, primary screen. AID 1053197. SIAE FP-Rh probe binding, fluorescence polarization. Q9HAT2. inhibition, % at 9.66 µM. 370,000 tested, 0.69% active;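 active = inhibition above a cutoff: mean of compounds within the control limits plus 3 SD of those, cut at about 17% in these data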;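 note: 0% = plate median of compound wells and 100% = probe without SIAE protein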
MBD2 DNA inh = blocks human MBD2 binding to methylated DNA; AID 686964; inhibition, % at 4.4 µM; 370,000 tested, 0.31% active; TR-FRET, MBD2 binding to methylated oligonucleotide; in the data active = inhibition above about 13%
Target sequence (Q9UBB5 whole entry, looked up): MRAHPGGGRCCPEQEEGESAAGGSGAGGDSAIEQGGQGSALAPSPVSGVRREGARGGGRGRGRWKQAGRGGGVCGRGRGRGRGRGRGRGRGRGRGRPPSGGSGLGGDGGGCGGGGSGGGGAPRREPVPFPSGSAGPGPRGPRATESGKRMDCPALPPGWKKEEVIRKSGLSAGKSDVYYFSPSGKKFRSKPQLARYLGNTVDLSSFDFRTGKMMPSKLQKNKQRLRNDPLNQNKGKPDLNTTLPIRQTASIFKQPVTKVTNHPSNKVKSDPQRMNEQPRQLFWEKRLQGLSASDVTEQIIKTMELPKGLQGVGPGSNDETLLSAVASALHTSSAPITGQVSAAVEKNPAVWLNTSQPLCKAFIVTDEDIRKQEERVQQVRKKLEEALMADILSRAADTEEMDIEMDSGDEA
rCAG RNA binder = molecules binding r(CAG) RNA repeats | inhibition, % at 3 µM | 370,000 tested, 1.3% active | r(CAG) RNA repeat, TO-PRO-1 dye displacement fluorescence;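 active = inhibition above the plate cutoff, the mean of all test compounds on that plate plus 3 SD, cut at about 35% in these data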;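 note: 0% = DMSO alone and 100% = 100 µM mitoxantrone as full dye displacement; higher means more dye released from RNA so lower well fluorescence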
TCR-CD3 inh = inhibitors of human TCR-CD3 interaction; 360,000 tested, 0.37% active; inhibition, % at 9.4 µM; TAMRA-labeled TCR probe fluorescence, biochemical; in the data active = inhibition above about 19%;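 note: recombinant mutant TCR 2C K166C tagged with TAMRA read by polarization; 0% = receptor in buffer alone and 100% = receptor with positive control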
LEDGF integ inh = blocks HIV-1 LEDGF/p75-dependent DNA integration. TR-FRET IN-LEDGF/p75 DNA integration, Eu/Cy5. inhibition, % at 3.7 µM. 370,000 tested, 0.64% active. AID 743269;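 active = inhibition above the screen-wide mean plus 3 SD, cut at about 13% in these data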;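 note: signal is the Cy5 over europium emission ratio at 671 and 618 nm; 0% = plate median of compound wells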
PRMT1 inh = PRMT1 (human) inhibition, primary screen | Q99873 | recombinant PRMT1, activity-based probe fluorescence polarization | 370,000 tested, 1.3% active | inhibition, % at 2.79 µM;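 active = inhibition above about 21% made by adding two undisclosed values, limit read from the data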
TDP2 absorb = blocks human TDP2 phosphodiesterase activity | O95551 | recombinant TDP2, T5PNP hydrolysis, p-nitrophenol absorbance 415 nm | inhibition, % at 12.8 µM | 370,000 tested, 0.34% active;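 active = inhibition above the mean of all tested compounds plus 3 SD, set per campaign, cut at about 25% in these data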;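 note: 0% = DMSO with enzyme and 100% = buffer with substrate but no TDP2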
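Test system: Human TDP2 enzyme | Reagent: 5 mM T5PNP | Compound dosing: 12.8 µM single point, 1% DMSO | Incubation: Enzyme reaction with compound for 2 h at 37 °C | Technique: p-Nitrophenol epi absorbance | Read-out: % inhibition relative to enzyme-containing and enzyme-free wells | Benchmarks: High control without enzyme, low control DMSO plus TDP2 | Replicates: Singlicate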
NPR2 activator = GC-B (human) receptor activation; P20594; HEK293-GC-B cells, CNP EC30, cGMP TR-FRET; 0% at EC30 CNP, 100% saturating CNP; activation, % at 10 µM; 370,000 tested, 0.11% active; AID 1920062;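 active = activation at 10 µM reaching about 35% in either raw or pattern-adjusted values, limit read from the data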
Active calls of the source: *; . = not tested or not shown.

Fields – mABHD4 FP, HTRA1 inh, SIAE primary, MBD2 DNA inh, rCAG RNA binder, TCR-CD3 inh, LEDGF integ inh, PRMT1 inh, TDP2 absorb, NPR2 activator
COc1ccc(NC(=O)CN2CCN(CC(=O)Nc3cc(OC)cc(OC)c3)CC2)cc1
    0, -5, -2, 4, -7, 2, 2, 2, -5, 2
CCNC(=S)N(CCc1c(C)[nH]c2ccccc12)Cc1cc(OC)c(OC)c(OC)c1
    2, -6, 3, 4, 4, -4, -3, 1, -3, -7
CSCCC(NC(=O)c1ccc(Cl)cc1Cl)C(=O)N(C)Cc1nc2ccccc2c(=O)[nH]1 (stereo unspecified)
    -2, 1, 2, 1, -8, -1, -3, 4, -9, -6
Cc1onc(-c2ccccc2)c1C(N)=O
    -5, 5, 7, -4, 5, 10, 0, 3, -9, 4
CC(=O)/C(=N\Nc1ccc(C)cc1)N1CCOCC1
    -1, 3, 6, 0, -6, 9, -2, 2, -3, 3
CCN1C(=O)C(CC(=O)Nc2ccccc2)S/C1=N\c1ccccn1 (stereo unspecified)
    -1, -5, 2, 0, -2, 10, 0, -2, -1, .
CC(C)(C)N(Cc1ccccc1)C(=O)CN1C(=O)c2ccccc2C1=O
    -8, -12, -2, -6, -8, 11, 4, -2, 2, 1
Cc1cc(-c2n[nH]c(=S)n2/N=C/c2c[nH]c3ccccc23)n[nH]1
    -7, -3, -2, -1, 4, 5, -2, 8, -16, 2
CS(=O)(=O)c1ccc(Cl)c(NC(=O)CSc2nc3ccccc3c(=O)n2Cc2ccco2)c1
    4, -6, -12, -1, 5, 4, 3, -2, -15, -17
COc1ccccc1-c1n[nH]c(=S)n1N
    -3, 3, 14, 4, 2, 6, -2, -3, 12, 4
CNS(=O)(=O)c1cccc(C(=O)OCC(=O)Nc2ccccc2OC(F)F)c1
    5, 0, -2, 1, -1, -1, -1, 0, -10, -5
CCN(CC(=O)Nc1cccc(OC)c1)C(=O)c1ccco1
    -2, 4, -6, 2, 0, -7, 2, 2, 0, -2
Cn1c(=O)c(=O)n(C)c2cc(S(=O)(=O)N3CCN(c4ccc(F)cc4)CC3)ccc21
    3, 3, 2, 0, 0, 3, 4, 0, 2, 0
COc1ccc(Cn2ccc3ccc(-c4ccc5ccn(C(=O)c6cccc(OC)c6)c5c4)cc32)cc1
    -10, ., -8, -4, 6, ., 2, -4, 6, -1
Cc1ccc(Nc2nc(N)nc(CN3CCN(Cc4ccc5c(c4)OCO5)CC3)n2)cc1C
    1, -2, -3, 1, -9, 1, 5, -4, -5, -9

Compounds from the list above that contain fluorine, in the order listed:
Fields – mABHD4 FP, HTRA1 inh, SIAE primary, MBD2 DNA inh, rCAG RNA binder, TCR-CD3 inh, LEDGF integ inh, PRMT1 inh, TDP2 absorb, NPR2 activator
CNS(=O)(=O)c1cccc(C(=O)OCC(=O)Nc2ccccc2OC(F)F)c1
    5, 0, -2, 1, -1, -1, -1, 0, -10, -5
Cn1c(=O)c(=O)n(C)c2cc(S(=O)(=O)N3CCN(c4ccc(F)cc4)CC3)ccc21
    3, 3, 2, 0, 0, 3, 4, 0, 2, 0

Carrying on:
Fields – mABHD4 FP, HTRA1 inh, SIAE primary, MBD2 DNA inh, rCAG RNA binder, TCR-CD3 inh, LEDGF integ inh, PRMT1 inh, TDP2 absorb, NPR2 activator
CCC(CO)Oc1cc(NCc2cc(C)cc(C)c2)c2ncn(C(C)C)c2c1 (stereo unspecified)
    18, 13, 2, -2, -7, -3, -1, 1, -12, -2
C/C(=N\NC(=O)c1nnn(-c2nonc2N)c1-c1ccc2c(c1)OCO2)c1ccccc1
    -20, -13, 2, 4, 6, -5, -6, 10, -13, 8
C=CCSc1nnc(NC(=O)CSc2nc3ccccc3o2)s1
    -8, 1, -4, -1, 18, 3, 1, -4, -3, 1
CCN=C(NCC)SC1CC(=O)N(c2ccccc2)C1=O (stereo unspecified)
    3, -5, 4, 1, 6, 5, -3, 0, -6, 4
CC(=O)Nc1ccc(OC(=O)c2cc3ccccc3oc2=O)cc1
    7, 3, -20, 0, 0, 4, 2, -1, 4, -19
COc1cc(NC(=O)c2cc(Cl)nnc2Cl)cc(OC)c1OC
    -1, -5, -5, 5, -1, -6, -6, 1, -12, -6
CCN(CC)C(=O)Oc1ccc2ccccc2c1Cl
    14, -5, 0, 2, -8, 1, 0, 0, -4, 7
CC(=O)Nc1ccc2c(c1)nc(CCN1CCN(c3ccccn3)CC1)n2C
    -5, 2, -1, -8, -4, 2, 2, -6, -13, -1
COCCN(C(=O)CSc1nnc(C)n1-c1ccc(C)cc1)c1c(N)n(Cc2ccccc2)c(=O)[nH]c1=O
    1, 2, -1, -3, -4, -8, -7, 2, 5, 2
O=C(CN1CCN(CC(=O)Nc2ccc(F)cc2)CC1)NCC1(N2CCOCC2)CCCCC1
    -3, 7, -1, 1, -1, -2, -5, -4, -7, 0
O=c1nccc(N/N=C/c2cccc(O)c2)[nH]1
    5, 5, -9, 0, -1, -6, -3, 3, -7, -4
CCOc1ccc(-c2[nH]ncc2Oc2ccccc2OC)c(O)c1
    -7, -5, -3, -1, 7, 2, -5, 0, -22, 0
Cc1ccc(C(=O)O)cc1N1C(=O)CCCC1=O
    3, 1, 0, -7, -2, 6, 4, 1, -5, -4
COc1ccc(N2C(=NC(=O)CCC3CCCC3)SC3CS(=O)(=O)CC32)cc1 (stereo unspecified)
    11, 1, 6, 6, 1, 2, 0, -3, -2, -4
CC1CC(C)CN(C(=O)/C=C/c2ccc([N+](=O)[O-])s2)C1 (stereo unspecified)
    -1, 0, 1, -2, 0, -2, -4, -2, 3, 0

Remaining list, next part.
Compound	mABHD4 FP	HTRA1 inh	SIAE primary	MBD2 DNA inh	rCAG RNA binder	TCR-CD3 inh	LEDGF integ inh	PRMT1 inh	TDP2 absorb	NPR2 activator
O=C(c1ccco1)N1CCN=C1SCc1cccc(Cl)c1	5	-8	3	-2	1	9	-4	-1	-1	1
CCc1c(O)nc(SCC(=O)NC(C)(C)C)n(-c2ccccc2)c1=O	0	-3	-1	2	6	8	2	24*	-10	-1
Cc1ccc(NC(=O)COC(=O)CN2C(=O)c3ccccc3C2=O)cc1	-2	2	1	3	-1	1	1	-2	3	-2
COn1c(SCc2ccc(C)cc2C)nc2ccccc2c1=O	0	-23	-16	5	-1	4	-1	1	-1	-4
CC(=O)Nc1ccc(OCC(O)Cn2nc(C)c(C(C)=O)c2C)cc1 (stereo unspecified)	2	-5	3	-3	-3	5	-2	-3	-1	4
O=c1cc(-c2ccccc2)nc2cc(-c3ccc(F)cc3)[nH]n12	-6	-13	4	-5	3	8	3	-7	-3	-7
c1ccc(-c2ccc3c(n2)CCCO3)cc1	1	7	-2	-5	5	-6	-1	1	-2	5
CCOC(=O)c1c(NC(=O)CCC(=O)O)sc2c1CCCCC2	1	3	8	-2	21	11	4	3	8	4
N[C@@H](Cc1ccc(F)cc1)C(=O)O	-5	8	2	1	1	3	-1	5	6	-1
COc1cccc(C(=O)Nc2ccc(S(=O)(=O)Nc3onc(C)c3C)cc2)c1	-20	10	-4	9	16	0	-1	4	-15	5
COc1ccc(Br)c2oc(SC)cc(=O)c12	-2	-1	-4	1	1	8	2	1	-5	-2
Cc1ccc(SCC(=O)Nc2ccc(F)cc2[N+](=O)[O-])cc1C	-4	-13	0	-8	-3	10	-1	-1	-6	-2
Cc1ccc(/C=C/C(=O)Nc2ccc(N(C)C)cc2)o1	10	23	3	1	3	-7	-2	2	4	8
O=C(c1ccccc1N1CCOCC1)N1CCCC(Nc2ccc(F)cc2)C1 (stereo unspecified)	3	3	9	1	-5	7	2	-4	6	-1

Structural class, those above containing a nitro group on carbon.
Compound	mABHD4 FP	HTRA1 inh	SIAE primary	MBD2 DNA inh	rCAG RNA binder	TCR-CD3 inh	LEDGF integ inh	PRMT1 inh	TDP2 absorb	NPR2 activator
CC1CC(C)CN(C(=O)/C=C/c2ccc([N+](=O)[O-])s2)C1 (stereo unspecified)	-1	0	1	-2	0	-2	-4	-2	3	0
Cc1ccc(SCC(=O)Nc2ccc(F)cc2[N+](=O)[O-])cc1C	-4	-13	0	-8	-3	10	-1	-1	-6	-2

Look-ups from above.
NPR2 activator with O=C(c1ccco1)N1CCN=C1SCc1cccc(Cl)c1 reads 1
MBD2 DNA inh with c1ccc(-c2ccc3c(n2)CCCO3)cc1 reads -5

Not all compounds are listed, so the mix of outcomes need not match the whole.
